PvdQ inh: P. aeruginosa PvdQ acylase inhibition; purified PvdQ acylase, fluorescence plate reader; inhibition, % at 10 µM; 340,000 compounds, 0.063% hits; AID 488965; in the data active means inhibition above about 30%, passing the limit was not always enough; inconclusive means no clear call, values can overlap the other calls;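 further: 0% = vehicle neutral wells and 100% = reference inhibitor wells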
Wnt act: activators of Wnt/beta-catenin signaling | AID 743398 | 300,000 compounds, 1.2% hits | activation, % at 9.35 µM | Wnt/beta-catenin reporter cell assay, activator, plate reader; in the data active means activation above about 30%, passing the limit was not always enough; inconclusive means no clear call, values can overlap the other calls;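 further: 0% = neutral control wells and 100% = positive control wells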
dFosB act: activators of mouse delta FosB homodimer. purified delta FosB, TAMRA-CDK5 oligo fluorescence polarization; percent of positive-control signal above neutral wells. P13346. activation, % at 25 µM. 340,000 compounds, 0.99% hits;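 active means mean activation above about 17%, with every replicate also reaching it, limit read from the data, passing the limit was not always enough; inconclusive means only one of the two conditions met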;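 further: fluorescence polarization rise as delta FosB binds a TAMRA Cdk5 AP-1 oligo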
Target sequence (P13346 whole entry, looked up): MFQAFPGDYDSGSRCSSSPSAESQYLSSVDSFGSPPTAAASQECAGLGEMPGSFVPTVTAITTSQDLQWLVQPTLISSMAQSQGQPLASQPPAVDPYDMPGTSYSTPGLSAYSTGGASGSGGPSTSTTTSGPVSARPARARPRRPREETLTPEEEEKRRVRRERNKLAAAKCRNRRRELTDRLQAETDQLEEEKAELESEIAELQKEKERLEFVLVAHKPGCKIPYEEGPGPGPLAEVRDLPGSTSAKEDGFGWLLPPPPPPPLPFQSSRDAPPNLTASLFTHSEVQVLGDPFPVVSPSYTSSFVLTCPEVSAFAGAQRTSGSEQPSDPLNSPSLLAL
NSD2 HMT inh: blocks human histone methyltransferase NSD2. NSD2 peptide methylation, AlphaScreen, 120 min. 310,000 compounds, 0.54% hits. inhibition, % at 12.5 µM. AID 743445. O96028; in the data active means inhibition above about 50%
SR-BI DiI inh: mouse SR-BI HDL lipid transfer inhibition. Q61009. ldlA[mSR-BI] CHO cells, DiI-HDL uptake fluorescence, 3 h. inhibition, % at 12.5 µM. 320,000 compounds, 0.96% hits. AID 488896;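 active means mean replicate inhibition of at least 70% and a set share of replicates each scoring 70 or more; inconclusive means meets just one of the two criteria; inactive means fails both criteria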;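 further: 0% = median of neutral control wells and 100% = median of positive control wells; values of inactives mirror those of a sister screen read the other way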
Target sequence (Q61009 whole entry, looked up): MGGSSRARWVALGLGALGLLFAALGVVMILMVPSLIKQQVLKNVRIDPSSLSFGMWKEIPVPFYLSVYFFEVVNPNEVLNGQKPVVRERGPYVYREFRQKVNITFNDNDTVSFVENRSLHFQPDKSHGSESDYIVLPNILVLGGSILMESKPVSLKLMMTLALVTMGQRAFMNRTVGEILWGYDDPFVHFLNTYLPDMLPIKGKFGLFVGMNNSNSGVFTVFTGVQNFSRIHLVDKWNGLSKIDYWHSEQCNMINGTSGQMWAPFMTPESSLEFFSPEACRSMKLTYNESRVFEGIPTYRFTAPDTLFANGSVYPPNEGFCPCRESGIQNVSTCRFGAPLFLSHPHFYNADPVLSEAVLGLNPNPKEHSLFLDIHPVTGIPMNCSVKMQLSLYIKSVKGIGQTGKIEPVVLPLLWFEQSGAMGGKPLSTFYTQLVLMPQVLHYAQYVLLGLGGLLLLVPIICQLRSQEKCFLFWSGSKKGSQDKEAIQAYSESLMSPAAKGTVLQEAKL
V-ATPase pH: yeast V-ATPase proton transport regulation by pHLuorin. response, % at 10 µM. 350,000 compounds, 0.37% hits. S. cerevisiae, pHLuorin cytosolic pH fluorescence; in the data active means response mostly above about 7.3%, no sharp cut-off; inactive means mostly below about 5.4%; further: actives read high; inactives centre near 0; some compounds called inactive have numbers as strong as hits; reference of the scale not given here
HTR5A inv ctr: HTR5A inverse agonism, opioid heterodimer counter-screen; P47898; AID 504634; inhibition, % at 9.3 µM; 340,000 compounds, 0.083% hits; HTR5A cell line, luminescence; in the data active means inhibition mostly above about 23%, no sharp cut-off; inactive means mostly below about 18%;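 further: 0% = cells with DMSO and 100% = no-cell wells with DMSO; some compounds called inactive have numbers as strong as hits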
MITF TRPM1 HTS: MITF TRPM1 promoter activation in melanoma cells; 300,000 compounds, 0.75% hits; SK-MEL-5 TRPM1-promoter luciferase, 24 h; % of positive control, neutral wells = 0; activation, % at 12.5 µM;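 active means mean activation of at least 80% with every replicate also reaching 80%; inconclusive means mean reaches 80% but some replicate falls short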;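 further: 0% = neutral control wells and 100% = parthenolide positive control wells; values of inactives mirror those of a sister screen read the other way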
CDK5 inh: CDK5/p35 (human) kinase inhibition; Q00535+Q15078; AID 488839; Recombinant CDK5/p35, ADP-Glo luminescence, 60 min; 330,000 compounds, 0.01% hits; inhibition, % at 10 µM;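 active means highest replicate inhibition of at least 50% and at least 75% of replicates reaching 50%; inconclusive means only one of the two criteria met; inactive means both criteria failed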;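 further: plate controls were DMSO neutral control for no effect and GW8510 at 10 µM for full effect; many of its hits are not listed in these tables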
HTR5A ag ctr: counter-screen for OPRM1-OPRD1 agonists: human HTR5A agonism | P47898 | HTR5A agonist assay, luminescence, cell-based | activation, % at 9.3 µM | 340,000 compounds, 0.61% hits; in the data active means activation mostly above about 9.5%, no sharp cut-off; inactive means mostly below about 7.6%;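 further: 0% = cells with vehicle only and 100% = reference agonist; strong numbers were not always called active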
The depositor's hits bear a star; ? = inconclusive; · = not tested or not shown. Rows are unselected; 5% or so of the library scored in one or more.

SMILES	PvdQ inh	Wnt act	dFosB act	NSD2 HMT inh	SR-BI DiI inh	V-ATPase pH	HTR5A inv ctr	MITF TRPM1 HTS	CDK5 inh	HTR5A ag ctr
O=C(NCc1ccncc1)c1cc2ccccc2nc1Cl	4.6	1.1	0.0	3.9	-13.5	-0.8	-23.3	-7.3	0.7	7.9
CC(=O)Nc1cccc(NC(=O)CSc2ccc(-c3ccco3)nn2)c1	-0.9	2.6	-11.2	0.4	-3.4	-2.1	-5.4	12.0	-1.8	-1.2
Cc1cc2ncn(-c3ncccc3[N+](=O)[O-])c2cc1C	-6.2	-0.9	2.9	6.8	1.6	9.4	-15.2	6.4	-0.2	-2.4
Cc1ccccc1NC(=O)c1ccc(-c2ccc(Cl)cc2Cl)o1	-10.7	·	-10.0	2.2	10.4	-4.2	14.0	7.0	0.6	-6.4
O=C(Nc1ccc2c(c1)OCCO2)c1ccc(Cl)c(Cl)c1	-6.2	6.4	5.4	-1.7	26.9	0.6	20.4	62.1	-1.1	4.4
CCCCOc1ccc(NS(=O)(=O)c2ccc(-n3cnnn3)cc2)cc1	-0.9	-2.2	-9.5	-1.9	-9.2	1.3	-3.6	-6.1	0.1	10.0
COc1ccccc1C(=O)NCC(=O)OCC(=O)Nc1cccc(S(=O)(=O)N2CCCCCC2)c1	9.2	-1.1	-5.8	-1.2	-13.9	2.1	-11.1	-1.9	0.7	4.0
CCN(c1ccc(F)cc1)S(=O)(=O)c1ccc2[nH]cc(C(=O)NCCCN3CCOCC3)c(=O)c2c1	-7.1	-1.3	-11.1	1.5	-5.4	-1.9	0.7	6.1	-1.4	-0.6
CCOc1ccc(C2c3[nH]c4ccccc4c3CCN2Cc2cn(CC)nc2C)cc1 (centres undefined)	-0.4	-3.5	-13.9	-0.8	-17.7	-3.5	5.0	-7.2	2.7	-1.9
Cc1cc(NC(=O)c2cc(-c3ccccc3)on2)n(-c2ccccc2)n1	2.2	-9.0	-1.5	-2.7	-7.8	-3.6	-31.6	7.0	1.9	-2.7
O=C(CC1Oc2ccccc2NC1=O)NCCCN1CCOCC1 (centres undefined)	-10.4	-2.2	-6.5	·	-14.0	-3.4	3.2	-16.1	2.4	-1.1
Cc1ccc2c(c1)N(CCCC(=O)NCCCN1CCCC1=O)C(=O)CO2	-18.8	-0.9	3.8	·	-3.5	-4.2	-1.2	·	-2.3	0.4
Cc1c(NC2(C#N)CCCC2)c(=O)n(-c2ccccc2)n1C	-15.7	·	-2.7	·	-8.4	-1.4	8.2	-2.0	-0.4	5.8
CCOC(=O)N1CCN(S(=O)(=O)c2cc(OCC)ccc2OCC)CC1	4.1	·	-5.9	-1.6	11.3	-2.6	-26.2	·	1.3	7.4
CC(=O)c1c(N2CCCCC2)nc(=S)n(-c2ccccc2)c1C	-10.4	·	-12.9	·	6.7	·	6.5	0.6	-0.6	-2.8
COc1cc(F)c(S(=O)(=O)N2CCOc3ccccc32)cc1OC	12.1	24.3	-7.3	-1.3	16.2	-0.6	7.3	·	0.2	-1.9
Cc1ccc(-c2nnc(CCC(=O)NCc3csc(C)n3)o2)s1	0.8	1.4	-2.4	0.2	·	5.9	0.2	-2.8	2.6	-2.5
COc1cc2c(cc1OC)CN(CC(=O)NC(=O)NC(C)(C)C)CC2	9.8	0.1	0.2	-2.2	-15.2	3.2	5.5	17.1	0.6	-3.8
COc1ccc(CCN(C)CCC(=O)Nc2cccc(C)c2)cc1OC	-1.3	-3.1	-8.6	7.0	-23.8	1.5	3.5	·	0.3	3.6
CCN(CC)S(=O)(=O)c1ccc(C(=O)OCC(=O)NCc2ccco2)cc1	-16.0	4.0	-6.9	26.7	-16.0	9.1	1.3	-4.1	1.6	-0.5
CCCCc1nc2sc3c(SCC(=O)NCc4ccco4)ncnc3c2c2c1CCC2	-8.1	-1.2	-16.5	-16.0	8.1	4.6	9.9	-17.5	0.3	3.4
COC(=O)C1CCN(C(=O)Nc2ccc(OC)cc2)CC1	-5.0	5.0	-6.1	-2.6	7.1	11.5	-19.6	8.6	-1.1	2.3
CC/C(=N\NC(=O)OC)c1ccc(OC(F)F)cc1	3.9	-0.2	2.2	-1.7	-11.0	-0.9	17.4	8.1	1.2	-1.7
O=C(NCCCN1CCCC1=O)C1CCN(S(=O)(=O)c2ccc(Cl)cc2)CC1	-6.2	4.2	-4.8	-0.2	-15.5	-1.7	5.2	7.5	-2.8	-1.9
Cc1ccc(-c2csc3nc(-c4ccncc4)[nH]c(=O)c23)cc1	-13.4	10.9	-1.9	-2.4	18.2	1.8	-8.9	-8.2	-2.3	7.0
CSCCC(NC(=O)c1ccco1)C(=O)NC1CCC(C)CC1 (centres undefined)	-6.7	23.6	2.0	-0.8	-33.8	0.0	-1.3	112.0*	0.2	-2.2
COC(=O)C1C(O)=C(C=Nc2ccc(N)cc2)C(=O)CC1(C)C (centres undefined)	-5.7	7.6	-7.0	27.1	-14.7	-0.8	8.5	·	0.6	-3.2
COc1ccc(CC(=S)N2CCOCC2)cc1	7.8	2.3	-5.0	-0.8	-9.8	3.3	-3.7	-10.5	1.2	1.7
COC(=O)[C@H](C)NC(=O)NC1CCN(Cc2ccccc2)CC1	-0.8	·	1.6	-6.2	2.9	-2.6	-34.8	7.3	0.0	0.3
COCCNC(=O)CSc1ncnc2sc(-c3ccccc3)cc12	8.0	3.6	-36.0	-0.6	11.4	-1.8	-4.4	11.5	0.6	-1.8
CCOc1ccccc1NC(=O)c1cccc(N2C(=O)CCC2=O)c1	-1.2	1.2	-1.8	2.3	22.5	-1.9	-14.3	-6.7	-0.8	0.6
Cc1cccc(CN2CCN(c3nc4nonc4nc3NC3CC3)CC2=O)c1	0.9	-7.6	2.7	4.4	-12.2	1.9	15.7	-8.8	0.3	3.1
CN(C)P(=O)(Nc1cccc2ccccc12)Nc1cccc2ccccc12	-6.3	-10.9	-2.4	-1.8	57.1	-1.1	6.8	·	0.3	9.1
C=CCOCCN(C)C1=NS(=O)(=O)c2cc([N+](=O)[O-])ccc21	-11.2	·	-8.6	3.3	-22.2	-0.1	9.6	-46.6	2.4	-3.7
CCOc1ccc(NC(=O)NNC(=O)c2cccnc2)cc1	2.3	0.4	-8.4	-5.9	-16.8	-1.9	-10.0	-0.8	-0.2	1.4
Cc1nc2nc(SCC(N)=O)[nH]c2cc1Br	-10.4	-1.5	-8.8	0.4	-6.7	-1.1	3.9	-10.6	-0.1	-0.5
S=c1[nH]nc(COc2ccc3ccccc3c2)o1	-1.2	-0.2	2.6	0.3	-12.2	0.2	-7.8	-20.6	2.3	2.9
Cc1cccc(OCC(O)CN2C(C)(C)CC(O)CC2(C)C)c1C (centres undefined)	-8.7	-6.0	-5.0	-2.2	-18.7	1.2	4.2	·	0.2	4.8
COc1ccc(S(=O)(=O)NC2CCc3ccccc32)cc1OC (centres undefined)	-8.0	1.8	-5.1	13.2	-4.9	-0.6	-5.4	5.2	0.3	1.5
CCOc1ccc(C(=O)OCC(=O)NCCCc2ccccc2)cc1	8.8	0.3	-10.9	-1.3	10.4	-3.2	10.1	0.8	-1.7	-2.6

No new results follow: 2 of the compounds above.
SMILES	PvdQ inh	Wnt act	dFosB act	NSD2 HMT inh	SR-BI DiI inh	V-ATPase pH	HTR5A inv ctr	MITF TRPM1 HTS	CDK5 inh	HTR5A ag ctr
COc1ccc(S(=O)(=O)NC2CCc3ccccc32)cc1OC (centres undefined)	-8.0	1.8	-5.1	13.2	-4.9	-0.6	-5.4	5.2	0.3	1.5
CCOc1ccc(C(=O)OCC(=O)NCCCc2ccccc2)cc1	8.8	0.3	-10.9	-1.3	10.4	-3.2	10.1	0.8	-1.7	-2.6

The listing continues:
SMILES	PvdQ inh	Wnt act	dFosB act	NSD2 HMT inh	SR-BI DiI inh	V-ATPase pH	HTR5A inv ctr	MITF TRPM1 HTS	CDK5 inh	HTR5A ag ctr
COc1cc(C(=O)N(Cc2ccco2)Cc2cc3ccccc3[nH]c2=O)cc(OC)c1OC	-8.3	·	-3.2	0.9	-20.2	1.5	15.2	4.9	-4.2	-6.4
O=C1CSC(c2cn(-c3ccccc3)nc2-c2cccs2)N1CC1CCCO1 (centres undefined)	-17.7	·	-4.9	0.1	14.5	1.8	11.1	-5.7	-2.2	-4.6
COCCNC(=O)CS(=O)(=O)Cc1nc(-c2ccc(C)cc2)oc1C	-10.3	-5.6	-1.7	·	-12.5	-1.3	-10.5	·	2.2	-1.5
Cc1c(N)c(C(C)(C)C)cc(C(C)(C)C)c1[N+](=O)[O-]	2.6	-4.5	-5.4	0.1	0.5	3.6	-0.8	-8.7	-4.3	0.3
COc1ccc(OCCOC(=O)CNC(=O)c2ccc(C)cc2)cc1	-5.6	-1.2	0.6	1.0	2.6	-2.9	9.9	2.4	1.1	-1.1
O=C(NC1CCCCNC1=O)c1ccco1 (centres undefined)	7.9	12.7	-4.0	3.2	-11.2	-5.6	-6.9	7.5	1.4	1.8
O=C(CC(=O)N/N=C/c1ccc(Cl)cc1Cl)NCc1ccccc1	-9.7	·	-6.5	-0.1	-16.5	4.6	-0.5	4.5	0.6	2.5
COc1ccc2oc(C)c(C(=O)c3ccccc3)c2c1	-28.5	6.6	-6.8	-3.2	·	-1.2	25.9	·	-3.1	-1.2
CCOc1ccc(CCNC(=O)Cc2ccc(NC(=O)C3=C(C)OCCS3)cc2)cc1	4.5	3.5	-6.4	1.4	18.5	0.1	-57.7	39.4	2.3	2.0
CCN(C(=O)c1cc(Cl)ccc1OC)c1ccccc1C	-15.0	5.8	2.9	-2.5	0.9	-1.7	1.8	-5.9	0.3	-0.8
CCCCc1ccc(NC(=S)NCc2ccccc2OC)cc1	-8.0	-0.7	4.5	-2.7	14.6	2.7	3.6	-3.3	-0.7	-1.4
COc1ccc(-c2cc(=O)[nH]c(NCc3ccccc3)n2)cc1	2.6	·	-1.8	1.4	-3.1	-2.9	2.9	-11.2	-0.6	5.4
Cc1cc(=O)n2nc(N3CCCC(C(=O)N4CCOCC4)C3)sc2n1 (centres undefined)	?	0.3	4.0	-0.2	2.4	0.7	6.1	4.5	1.0	-1.7
COc1cccc(NC(=O)COC(=O)c2ccco2)c1	-9.2	·	-3.4	-3.3	·	-0.3	-3.8	7.1	0.3	-4.5
CN(C)S(=O)(=O)c1ccc2nnn(OCC(=O)NC34CC5CC(CC(C5)C3)C4)c2c1	-8.6	·	-5.2	0.6	-5.7	-0.9	-0.7	6.3	0.2	1.5
CCO[C@@H]1OC(C(=O)N2CCN(Cc3ccc4c(c3)OCO4)CC2)=C[C@H](C)[C@H]1CCCO	9.2	-2.0	-0.9	·	19.6	4.2	12.7	3.5	1.4	6.6

Sorted by value in SR-BI DiI inh (ascending): some entries from above
| molecule | SR-BI DiI inh |
| --- | --- |
| CN(C)S(=O)(=O)c1ccc2nnn(OCC(=O)NC34CC5CC(CC(C5)C3)C4)c2c1 | -5.7 |
| CCCCc1ccc(NC(=S)NCc2ccccc2OC)cc1 | 14.6 |
| CCO[C@@H]1OC(C(=O)N2CCN(Cc3ccc4c(c3)OCO4)CC2)=C[C@H](C)[C@H]1CCCO | 19.6 |

High-throughput results as filed in PubChem BioAssay.
